All columns: NCI-60 one-dose screen, growth in % after 48 h at 10 µM unless noted; 100 = growth as untreated, 0 = no growth, -100 = all killed.
RPMI-8226: RPMI-8226 leukemia cells; 77,000 tested, 7.5% active
MOLT-4: MOLT-4 leukemia cells; 80,000 tested, 6.9% active; AID 1794779
HOP-62: HOP-62 NSCLC; 80,000 tested, 3.9% active; AID 1794735
CCRF-CEM: CCRF-CEM leukemia | 77,000 tested, 7% active
A549/ATCC: A549/ATCC NSCLC. AID 1794740. 81,000 tested, 3.7% active
HOP-92: HOP-92 NSCLC cells; 71,000 tested, 6.3% active; AID 1794738
EKVX: EKVX NSCLC. 71,000 tested, 3% active
M14: M14 melanoma. 80,000 tested, 6.2% active
* hit, by the source's call; x = no result given; & = joins results of further samples. The calls were made as follows: active = growth percent below 10; inactive = the rest.

SMILES | RPMI-8226 | MOLT-4 | HOP-62 | CCRF-CEM | A549/ATCC | HOP-92 | EKVX | M14
Nc1nc(-c2cc(Cl)cc(Cl)c2)cc(-c2cc3ccccc3oc2=O)n1 | 97 | 84 | 93 | 92 | 103 | 95 | 88 | 101
C#CCN1C(=O)c2cccc3c(-c4ccc5c(c4)c(-c4nc6ccccc6s4)cn5CC=C)ccc(c23)C1=O | 109 | 106 | 97 | 117 | 107 | 115 | 94 | 105
NS(=O)(=O)c1cccc(Nc2nc(SCc3ccc([N+](=O)[O-])cc3)nc3ccccc23)c1 | 49 | 38 | 70 | 44 | 48 | 42 | 59 | 72
CN1C(=O)C2(Nc3ccccc3-c3ccnn32)c2cc(Cl)ccc21 (centres undefined) | 99 | 89 | 104 | 103 | 104 | 93 | x | 92
CNC(=O)OCn1cnc(Cl)c1Cl | 101 | 93 | 97 | 100 | 107 | x | x | 101
COc1cc(/C=C/c2nnc(-c3cc(-c4ccc(Cl)cc4)n[nH]3)o2)cc(OC)c1OC | 69 | 80 | 93 | 54 | 77 | 75 | 83 | 91
CC1=CC(=O)Nc2ccccc2S1 | 108 | 86 | x | 87 | 107 | x | 87 | 102
CC1(C)CC(=O)CC(=O)C1 | 98&99 | 79 | 104&97 | 100&100 | 99&104 | 99&88 | 102&102 | 101&102
CC(=O)Nc1cccc(-c2nc3ccc(-c4ccc(O)cc4)cc3[nH]2)c1 | 30 | 42 | 70 | 35 | 62 | 80 | 82 | 48
Clc1ccc(-c2nc3ccc(-c4nnc(SCc5ccccc5)o4)cc3[nH]2)cc1 | 28 | 28 | 9.2* | 34 | 35 | 48 | -24* | 68
O=C(Nc1ccc(OS(=O)(=O)c2ccc(F)cc2)cc1)C1CCCCCC1 | 78 | 77 | 99 | 82 | 93 | 83 | 96 | 86
Cc1ccc2nc(-c3c(C)nn(-c4ccccc4)c3N3CCCCC3)[nH]c2c1 | 81 | 75 | 90 | 96 | 96 | 90 | 93 | 91
O=C(c1ccccc1)c1ccsc1C(=O)c1ccccc1 | 95 | 80 | 107 | 97 | 101 | 89 | x | 101
CCN(CCC(=O)OC)Cc1ccnc2ccccc12 | 98 | 107 | 80 | 29 | 89 | 98 | 90 | 97
N#Cc1c(-c2ccco2)[nH]c(=S)[nH]c1=O | 91 | 100 | 84 | 87 | 93 | 75 | 86 | 96
O=c1[nH]cc(C(O)Cc2ccccc2)c(=O)[nH]1 (centres undefined) | 96 | 103 | 109 | 90 | 96 | x | x | 118
Cc1ccc(S(=O)(=O)O[C@@H]2CCCC[C@H]2OS(=O)(=O)c2ccc(C)cc2)cc1 | 67 | 61 | 110 | 67 | 80 | 76 | 70 | 109
O=C(CCl)Nc1ccc2c(c1)C(=O)c1ccc(NC(=O)CCl)cc1C2=O | -40* | -32* | -65* | -47* | 0.1* | x | -15* | -55*
Nc1[nH]n2cc(-c3ccc(Cl)cc3)nc2c1N=Nc1ccc(S(N)(=O)=O)cc1 | 81 | 100 | 94 | 88 | 81 | 103 | 103 | 79
Clc1ccc(/C=N\N2CCCCCC2)c(Cl)c1 | 91 | 119&99 | 103&98 | 105&105 | 122&97 | 86 | 97&100 | 113&108
CCCC(C(=O)OCCN1CC(C)CC1(C)C)C1CCCC1 (centres undefined) | x | 106 | 102 | x | 100 | x | 91 | 108
CNC(=O)Nc1ccccc1C(=O)NN | 98 | 104 | 115 | 96 | 95 | 99 | x | 102
NC(=O)COc1nc(-c2ccco2)cc(-c2ccc(Cl)cc2Cl)n1 | 96 | 95 | 105 | x | 98 | 78 | 88 | 106
CCOC(=O)c1ccc(NC(C)=O)cc1 | 102&109 | 101&92 | 89&101 | 105&107 | 101&101 | 90&95 | 104 | 105&101
Nc1nc(-c2cccc([N+](=O)[O-])c2)c(N=Nc2ccc(Cl)cc2[N+](=O)[O-])s1 | 84 | 75 | 105 | 99 | 91 | x | 85 | 96
CCCCCCCCCCC(C)O (centres undefined) | 95 | 92 | 98 | 90 | 97 | 109 | x | 100
Fc1ccc(Nc2csc(-c3ccccn3)n2)cc1 | 100 | 102 | 90 | 99 | 106 | 105 | 94 | 106
CCO/C=N/C1=C(C#N)C(c2ccc(Cl)cc2)c2sc3c(CC)cccc3c2O1 (centres undefined) | 9.4* | 24 | 45 | 16 | 30 | x | 48 | 8.6*
C=C(C)COP(=O)(OCC(=C)C)OCC(=C)C | 99 | 106 | 99 | 101 | 95 | x | 104 | 97
O=c1cc(-c2ccccc2)oc2cc(OCc3cn(Cc4ccc([N+](=O)[O-])cc4)nn3)cc(O)c12 | 99 | 106 | 93 | 112 | 89 | 95 | 90 | 95
O=S(=O)(Oc1ccc(-c2cn3ccsc3n2)cc1)c1ccc(F)cc1 | 94 | 94 | 104 | 96 | 98 | 111 | 96 | 104
COc1ccc(/C=C/C=C\C(=O)c2ccc(N3CCN(C)CC3)cc2)cc1 | 74 | 86 | 99 | 70 | 82 | 65 | 83 | 102
Cc1ccc2nc(-c3ccccc3)cc(-c3nn4c(-c5ccccc5)nnc4s3)c2c1 | 100 | 112 | 99 | 107 | 93 | x | 97 | 97
N#CC1c2ccccc2C=CN1S(=O)(=O)c1ccccc1 (centres undefined) | 113 | 123 | 106 | 109 | 94 | x | 95 | 108
CCC(C)CCC(O)C(C)CO (centres undefined) | 94 | x | 85 | 98 | 82 | 101 | 89 | 100
COc1cc(-c2noc(CSc3nc4ccccc4s3)n2)cc(OC)c1OC | 75 | 97 | 94 | 91 | 97 | 85 | 88 | 90
N#CC(c1ccccc1)[N+](=O)[O-] (centres undefined) | 101 | 94 | 100 | 99 | 98 | 84 | 99 | 86
C=CCCC(C)(C(=O)OCC)C(=O)OCC | 104 | 84 | 96 | 105 | 108 | 112 | x | 99
CCCc1oc(C)cc1CC | 111 | 94 | 109 | 104 | 94 | 108 | x | 110
COC(=O)c1cccc2c(N)c(N)cc(C(=O)OC)c12 | 116 | 103 | 103 | 99 | 107 | 106 | 93 | 104
O=c1[nH]c2nc(Br)[nH]c(=O)c2[nH]1 | 109 | 101 | 102 | 96 | 104 | x | 106 | 107
COc1ccc(/C=C(/c2ccc([N+](=O)[O-])cc2)c2nn[nH]n2)c2ccccc12 | 92 | 97 | 98 | 103 | 89 | 100 | 86 | 106
Brc1ccc(-c2noc(CCc3nnc(-c4ccccc4)o3)n2)cc1 | 95 | 89 | 101 | 91 | 104 | 102 | 109 | 96
O=C(Nc1ncccc1OCc1ccccc1)Nc1cccc2ccccc12 | 96 | x | 97 | 81 | 91 | 104 | 94 | 86
Cn1cc(C2=C(c3coc4ccc(F)cc34)C(=O)N(O)C2=O)c2ccccc21 | 71 | 97 | 80 | x | 94 | 101 | 66 | 84
CCOC(=O)c1nc(Nc2ccc(NC(=O)Nc3ccc(Cl)cc3)cc2)c2ccccc2n1 | 101 | 95 | 96 | 96 | 101 | 97 | 93 | 96
O=C(CSc1nnc(-c2ccccc2)n1-c1ccccc1)Nc1ccc(C(=O)/C=C/c2ccc(Cl)cc2)cc1 | 91 | 90 | 98 | 98 | 93 | 111 | 98 | 105
CCOC(=O)c1[nH]c(C)c(Cc2c(C)[nH]c(C(=O)OCC)c2C)c1C | 105 | 96 | 106 | 102 | 102 | x | 97 | 98
CNNCc1ccc(C(=O)NC(N)=O)cc1 | x | 92 | 95 | 94 | 108 | 93 | 102 | 101
COc1cc(OC)c(/C=C/C(=O)c2ccc(Nc3ncnc4ccccc34)cc2)c(OC)c1 | 12 | 13 | -54* | 1.4* | 12 | -16* | 2.9* | -16*
COc1ccc(Nc2ncc(I)c(NCCCNC(=O)C3CCC3)n2)cc1 | 11 | 11 | -21* | 2.2* | -38* | -7.2* | 22 | 43
N#CCCN(CCC#N)Cc1cc(Cl)cc(Cl)c1O | 108 | 101 | 109 | 111 | 101 | 114 | 105 | 110
Cc1ccc(OCCCn2ccc(=O)[nH]c2=O)c(C)c1 | 106 | 93 | x | 101 | 93 | 101 | 44 | 97
Cc1cc(C)c(C#N)c(OCc2ccccc2)n1 | 101 | 102 | 83 | 97 | 96 | 56 | 84 | 98
CC(NCc1ccccc1)c1cc(Cl)ccc1O (centres undefined) | 75 | 87 | 111 | 84 | 110 | 79 | x | 106
CC(C)(C)NC(=O)[C@H]1CCC2C3CCC4NC(=O)C=C[C@]4(C)C3CC[C@@]21C (some centres undefined) | 94 | 106 | 100 | 96 | 93 | x | 107 | 97
COc1ccc2cc([C@H](C)C(=O)N/N=C/c3ccc(F)cc3)ccc2c1 | 86 | 74 | 94 | 82 | 100 | 94 | 91 | 105
CC(=O)Oc1c(C)[nH]ccc1=O | 108 | 71 | 98 | 105 | 90 | 105 | 86 | 106
Cn1cc(-c2nc(-c3ccsc3)cs2)c2ccccc21 | x | 90 | x | x | 90 | x | 49 | 82
C=C(C)[C@@H]1CC[C@]2(/C=N/OCCC#N)CC[C@]3(C)[C@H](CC[C@@H]4[C@@]5(C)CC/C(=N\OCCC#N)C(C)(C)[C@@H]5CC[C@]43C)[C@@H]12 | 42 | 72 | 84 | 77 | 76 | 87 | 79 | 80

The list goes on:
SMILES | RPMI-8226 | MOLT-4 | HOP-62 | CCRF-CEM | A549/ATCC | HOP-92 | EKVX | M14
N#Cc1cc(-c2ccc(Cl)cc2)c(N)nc1N1CCOCC1 | 69 | 87 | 84 | 81 | 91 | 59 | 59 | 96
CCCCCCCCCCCC(=O)OC(C)C(=O)NC(C)(C)CC(C)(C)C (centres undefined) | 99 | 105 | 105 | 100 | 105 | 93 | x | 97
O=C(OCCCN1CCCCC1)c1ccccc1 | 98 | 107 | 94 | 100 | 97 | 93 | 103 | 98
CCOC(=O)NC1C2CC3C(C2)C31 (centres undefined) | 107 | 96 | 102 | 96 | 103 | 101 | 119 | 100
COc1cccc(C2C(C#N)=C(N)Oc3cc(OC)ccc32)c1 (centres undefined) | 9.1* | 1.4* | 25 | -1.2* | 16 | x | x | 13
CC(Sc1nc2ccccc2c(=O)n1CCc1ccc(S(N)(=O)=O)cc1)C(=O)Nc1ccc(F)cc1 (centres undefined) | 94 | 103 | 106 | 98 | 96 | 108 | 89 | 120
COc1cc(/C=C/C(=O)c2cccc(-n3cc(-c4ccccc4)[nH]c3=O)c2)cc(OC)c1OC | -39* | -13* | 7.0* | 3.6* | 27 | 24 | 17 | x
Nc1nsc(C(=O)c2ccc(O)cc2)n1 | 91 | 110 | 76 | 90 | 84 | 88 | 98 | 105
CCCCN(CCCC)CC(O)c1ccc(-c2ccccc2)cc1 (centres undefined) | 71 | 65 | 82 | 77 | 89 | 27 | 71 | 57
C=CCn1c(=O)n(C)c(=O)c2c1nc(Cl)n2C | 97 | 98 | 104 | 88 | 103 | x | 115 | 105
Cc1nn(-c2ccccc2)c2nc(N3CCN(C)CC3)c(C#N)cc12 | 92 | 97 | 59 | 102 | 82 | 75 | 67 | 105
COc1ccc(C2CC(=O)c3ccccc3O2)cc1 (centres undefined) | 106 | 91 | 98 | 108 | 100 | 106 | 96 | 103
CCn1cc(C(=O)N/N=C(\C)c2cccs2)c(=O)c2ccc(C)nc21 | 92 | 94 | 97 | 98 | 88 | 93 | 98 | 102
CC(C)OC(C(=O)O)c1ccccc1 (centres undefined) | 105 | 125 | 91 | 92 | 105 | 81 | 108 | x
N#CCCCCN1CCCC1 | x | x | 94 | 103 | 96 | 121 | 127 | 101
CN(C)NC=O | 115 | 103 | 100 | 97 | 107 | 106 | 120 | 108
CCOC(=O)c1c(-c2ccc(OC)cc2)c(C#N)c2c(C#N)c(N)nn2c1N | 14 | 10 | 36 | 6.0* | 36 | 15 | 41 | 34
NC(N)=NC1CCCCC1 | 86 | 92 | 108 | 90 | 94 | x | 93 | 103
COc1ccccc1/C=C1\SC(=S)NC1=O | 102&96 | 97&111 | 90&97 | 109&98 | 106&103 | 85&73 | 94&110 | 95&108
O=C1C=CC(=O)N1c1ccc(O)cc1 | 92 | 104 | 104 | 81 | 103 | 101 | 109 | 105
O=C(O)c1cc(O)c(O)c(O)c1 | 110 | 115 | 121&109 | 107&98 | 109 | 101&100 | 109&112 | 108&108
